# Compound activity (PubChem)
# TDP1 block = TDP1 (human) enzyme inhibition; Q9NUW8; Potency, µM (titrated, usually from 130 µM), inactives show at the top dose activity change, negative = inhibition, actives largely listed as inhibitors; AID 485290; hit rate 0.28% among 350,000; recombinant TDP1, AlphaScreen DNA substrate cleavage; further: nearly all actives have a fitted effect of over 40% in size
#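 Compounds were preincubated with Tdp1 (1 nM final) for 15 min at room temperature before substrate (15 nM final) started a 5 min reaction; beads (10 ug/ml final) were then added for 10 min before AlphaScreen detection.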
# DT40 TDP1 no CPT = qHTS for Inhibitors of human tyrosyl-DNA phosphodiesterase 1 (TDP1): qHTS in cells in absence of CPT; DT40 Tdp1-/- hTDP1 cells, no CPT, ATP luminescence, 48 h; Potency, µM (top dose mostly 46.2 µM), for inactives: at the highest dose activity change, negative = growth inhibition, hits mostly inhibitors; hit rate 15% among 420,000; further: nearly all actives have a fitted effect of over 55% in size
#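 DT40 Tdp1-/-;hTDP1 cells, no CPT (DMSO vehicle only), 400 cells/well; compounds pin-transferred; ≥48 hr, 37 °C; CellTiter-Glo 30 min RT dark, luminescence read.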
# KAT2A inh = inhibitors of human GCN5L2 histone acetyltransferase | GCN5L2 HAT assay, ThioGlo1 CoA-SH fluorescence | Potency, µM (highest dose often 58.9 µM), for inactives: top-dose activity change, negative = inhibition, usual class: inhibitors | hit rate 0.21% among 390,000 | AID 504327
# Target sequence (Q92830 whole entry, looked up): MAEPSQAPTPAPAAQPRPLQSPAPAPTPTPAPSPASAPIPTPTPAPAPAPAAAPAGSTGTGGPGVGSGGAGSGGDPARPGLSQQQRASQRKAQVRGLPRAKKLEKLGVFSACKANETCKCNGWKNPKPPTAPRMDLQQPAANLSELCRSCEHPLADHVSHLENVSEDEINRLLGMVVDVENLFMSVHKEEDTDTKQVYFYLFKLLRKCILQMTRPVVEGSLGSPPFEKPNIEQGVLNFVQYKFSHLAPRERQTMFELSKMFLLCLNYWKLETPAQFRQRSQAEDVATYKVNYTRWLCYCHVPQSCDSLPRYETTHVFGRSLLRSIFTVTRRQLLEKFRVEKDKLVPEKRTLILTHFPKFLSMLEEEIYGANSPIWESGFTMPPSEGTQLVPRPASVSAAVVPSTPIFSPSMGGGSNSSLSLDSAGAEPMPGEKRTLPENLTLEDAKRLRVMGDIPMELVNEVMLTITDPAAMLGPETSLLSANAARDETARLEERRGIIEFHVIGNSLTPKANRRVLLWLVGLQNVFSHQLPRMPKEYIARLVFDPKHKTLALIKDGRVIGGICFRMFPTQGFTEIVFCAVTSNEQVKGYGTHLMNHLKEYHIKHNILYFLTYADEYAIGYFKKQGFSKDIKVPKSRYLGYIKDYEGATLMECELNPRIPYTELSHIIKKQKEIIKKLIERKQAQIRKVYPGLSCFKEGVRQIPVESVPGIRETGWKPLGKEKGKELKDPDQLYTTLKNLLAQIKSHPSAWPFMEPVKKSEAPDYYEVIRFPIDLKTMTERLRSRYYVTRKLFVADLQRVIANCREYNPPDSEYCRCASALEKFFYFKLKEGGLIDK
#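 Fluorescence readout, Ex340nm/Em540nm: ThioGlo1 (50uM final) reacts with free CoA thiol released as 20nM GCN5L2 acetylates H3(1-25) peptide (75uM) using acetyl-CoA (70uM). Compound and enzyme sat 15 min beforehand; 20 min room-temperature reaction.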
# An asterisk follows results filed as active; ? = inconclusive; nt = not tested or not shown; & = joins results of further samples; [ ] = dose if it differs, or a comment. The call rests on the fitted dose curve; in most records, active means well fitted curve in the direction sought with a large enough effect; inconclusive means small, poorly fitted or top-dose-only effect, or another doubt; inactive means no such curve, though single readings can be large; an effect the other way counts as inactive or inconclusive. On the % scale 0 is the no-effect control and ±100 the full control effect; potency means the concentration at half of the fitted maximal effect.
nr	Structure	TDP1 block	KAT2A inh	DT40 TDP1 no CPT
1	CCN(C(=O)COn1nnc2ccc(S(=O)(=O)N(C)C)cc21)C1CCS(=O)(=O)C1 (centres undefined)	-1%	1%	-16%
2	NC(=O)c1c(NC(=O)CSc2nc(N)cc(=O)[nH]2)sc2c1CCCC2	4%	1%	?
3	Cn1c(=O)c2c(nc(Oc3ccccc3Cl)n2C)n(C)c1=O	nt	-6%	-2%
4	CC1CCCC(NC(=O)COC(=O)c2ccc3c(c2)OCCO3)C1C (centres undefined)	0%	-4%	10%
5	CCOC(=O)CSc1nc2cc(C(=O)NCc3ccco3)ccc2c(=O)n1C1CCCCC1	-6%	2%	-6%
6	COCCn1c(=O)c2c(nc3n2CCN3c2ccc(C)cc2)n(C)c1=O	-1%	-7%	nt
7	CCOC(=O)c1cn(-c2ccccc2)nc1-c1cccnc1	-1%	3%	-24%
8	COc1ccccc1Cn1c(=S)[nH]c2cc(C(=O)NC(C)C)ccc2c1=O	nt	-2%	5%
9	CCN(CC)C(=O)C1CCN(c2ncnc3c2cnn3-c2ccc(C)cc2C)CC1	9%	-13%	21µM*
10	COc1cc(/C=N\Nc2cc(=O)n(C)c(=O)n2C)ccc1O	0%	-5%	?
11	Cc1cc(C(=O)OCC(=O)NC2CCS(=O)(=O)C2)c2ccccc2n1 (centres undefined)	0%	-5%	-9%
12	CC1CCN(CCCC(=O)c2ccc(F)cc2)CC1	6%	4%	-12%

# (cont.)
nr	Structure	TDP1 block	KAT2A inh	DT40 TDP1 no CPT
13	CCc1cc(C(=O)c2ccc(OC)cc2)c(NC(=O)CN2CCCCC2)s1	5%	-8%	?
14	CN(C(=O)c1cccc(S(=O)(=O)N2CCOCC2)c1)c1c(N)n(Cc2ccccc2)c(=O)[nH]c1=O	1%	3%	12%
15	COc1ccc(-n2c(CCC(=O)O)ccc2-c2ccccc2)c(OC)c1	nt	8%	-29%
16	CCOC(=O)CSc1nc2cc3c(cc2cc1CC)OCCO3	0%	-13%	-4%
17	CN(c1ccc(OCC(=O)Nc2nc3ccccc3s2)cc1)S(=O)(=O)c1ccccc1	3%	-4%	5%
18	O=C(CSc1ccc(-c2cccnc2)nn1)N1CCCCCC1	3%	-10%	-14%
19	COc1cccc(NC(=O)CSc2nnc(-c3ccoc3C)n2-c2ccccc2)c1	9%	-3%	?
20	CCOC(=O)CNc1c(N2CCN(c3ccccn3)CC2)c(=O)c1=O	2%	1%	-16%
21	CC(=O)Nc1ccc(NC(=O)CSc2nc3ccccc3nc2N2CCCCC2)cc1	-8%&-3%	-9%&-6%	?
22	Nc1cc(=O)nc(SCC(=O)NC2CCCCC2)n1-c1ccccc1	3%	-2%	-2%
23	NSc1nc(N)c2nc(-c3ccccc3)c(-c3ccccc3)nc2n1	5%	-6%	26µM*
24	O=C(NCCCCCNC(=O)c1ccccn1)c1ccccn1	3%	-4%	-24%

# (further entries)
nr	Structure	TDP1 block	KAT2A inh	DT40 TDP1 no CPT
25	CC12CCC(C(=O)Nc3ccccc3Br)(C/C1=N\O)C2(C)C (centres undefined)	1%	-9%	?
26	COCCCN(C(=S)Nc1ccc(C)cc1Cl)C(C)c1ccncc1 (centres undefined)	-1%	34%	?
27	CCn1cnc2sc(C(=O)N(Cc3ccc(N(C)C)cc3)Cc3ccco3)c(C)c2c1=O	8%	-14%	?
28	CCOc1ccccc1CNC(=O)c1ccc2c(c1)N(Cc1ccc(C)cc1)CCS2	1%	-8%	9.2µM*
29	CC1CC(C)CN(C(=O)C2CC(=O)N(c3ccc4c(c3)OCCO4)C2)C1 (centres undefined)	2%	-1%	4%
30	Cc1ccc(CN(C)C(=O)CCNS(=O)(=O)c2ccccc2)o1	2%	-7%	0%
31	CCOC(=O)c1c(C)[nH]c(C)c1S(=O)(=O)N1CCCC(C(=O)Nc2ccccc2OCC)C1 (centres undefined)	0%	20%	?
32	CC(Oc1ccc(F)cc1)C(=O)N1CCN(c2ncccn2)CC1 (centres undefined)	1%	-14%	2%
33	COc1ccc2c(c1)CC[C@@H]1[C@@H]2CC[C@]2(C)[C@@H](C(C)=O)C[C@@H]12	-11%	-13%	?
34	O=C(CN1C(=O)CC(c2ccco2)Sc2ccccc21)Nc1cccc(C(F)(F)F)c1 (centres undefined)	-7%	-12%	nt
35	Cc1cccc(-n2ncc(C(=O)NCc3ccc4c(c3)OCO4)c2C2CCN(C(=O)OC(C)(C)C)CC2)c1	2%	4%	?
36	CCCCNS(=O)(=O)c1ccc2nc(-c3cccnc3)cc(C(=O)NCCCOC(C)C)c2c1	3%	-1%	?

# Following part
nr	Structure	TDP1 block	KAT2A inh	DT40 TDP1 no CPT
37	CCN(CC)CCCNC(=O)c1cc(-c2cccc(Cl)c2)on1	1%	0%	?
38	CCSCCNC(=O)c1cncc(Br)c1	5%	1%	-15%
39	COc1ccc(-n2nc3c(c2NC(=O)c2ccc(Br)cc2)CS(=O)C3)cc1 (centres undefined)	4%	-30%	-1%
40	N#Cc1ccc(CSc2nnc(NC(=O)CCc3nc4ccccc4c(=O)[nH]3)s2)cc1	nt	-6%	-3%
41	O=C(c1ccncc1)N1CCC2(CCCN(c3ccccn3)C2)CC1	nt	-13%	?
42	O=C(COC(=O)Cn1cnc2ccccc2c1=O)Nc1ccc(Cl)cc1	5%	-1%	-3%
43	O=C(NCc1ccco1)c1ccc(Br)s1	-2%	-4%	-17%
44	Cc1ccc(C2CC(c3ccccc3)=NN2C(=S)Nc2ccccc2)o1 (centres undefined)	-8%	-15%	5.8µM*
45	COc1cc(Nc2ncc3c(n2)CCN(Cc2cc(Br)cs2)C3)cc(OC)c1	4%	-9%	23µM*
46	O=C(CCc1nnc(CCCCc2ccccc2)o1)N1CCCCC1CCO (centres undefined)	nt	1%	10%
47	COc1ccc(-c2nc3c(c(SC)n2)Cc2c(CO)cnc(C)c2O3)cc1	8%	0%	-10%
48	O=C(OC1CCOC1=O)C1CCN(S(=O)(=O)c2c(Cl)cccc2Cl)CC1 (centres undefined)	nt	-12%	3%

# (more compounds)
nr	Structure	TDP1 block	KAT2A inh	DT40 TDP1 no CPT
49	O=C1C(Cl)=C(Nc2ccccc2O)C(=O)N1CCc1ccccc1	6%	-16%	-49%
50	Cc1ccc(/C=C/C(=O)Nc2nccs2)o1	3%	-7%	?
51	COCc1c(C(=O)N/N=C/c2ccc(C)o2)nnn1-c1nonc1N	0%[0.0935 µM]	-11%	8%
52	CCOC(=O)c1c(CN(CC)CC)oc2ccc(OC)cc12	-5%	-5%	?
53	CCC(=O)Nc1cc(-c2nc3ncccc3o2)ccc1Cl	nt	-9%	-9%
54	COc1ccccc1CCC(=O)Nc1cccc(S(=O)(=O)N2CCCCCC2)c1	nt	-19%	?
55	CC(C)(Oc1ccc(Cl)cc1)C(=O)NCc1ccncc1	3%	-10%	-27%
56	CCCCNC(=O)CSc1nc2cc3c(cc2c(=O)n1CCC(=O)NCCc1ccc(OC)c(OC)c1)OCO3	-1%	-5%	-19%
57	CC(C)NC(=O)Nc1ccc2c(c1)CC(=O)N([C@@H](C)CO)C[C@H](C)[C@@H](CN(C)C(=O)NC1CCCCC1)O2	0%	0%	4%
58	Cc1ccc(N2C(=O)C3C=NNC3C2=O)cc1 (centres undefined)	5%	-3%	-1%
59	O=C(CCN1C(=O)c2ccccc2C1=O)C1=NN[C@@H]2C(=O)N(c3ccc4c(c3)OCCO4)C(=O)[C@H]12	nt	-4%	-4%
60	CCOC(=O)c1c(-c2ccc(OC)cc2)csc1/N=C/C1=C(O)CCCC1=O	5%	-1%	-11%

# (next part)
nr	Structure	TDP1 block	KAT2A inh	DT40 TDP1 no CPT
61	O=C(NCc1ccccc1)C1CCN(S(=O)(=O)c2cccc3cccnc23)CC1	5%	-6%	-9%
62	COC(=O)c1ccc(CSc2ncnc3sc(C)c(C)c23)o1	7%	-20%	-30%
63	COc1cccc(NC(=O)CSc2nc(=O)n(Cc3ccncc3)c3c2CCC3)c1	0%	-4%	-10%
64	CC1CCCCN1C(=O)c1ccc(S(=O)(=O)N2CCCCC2C)cc1 (centres undefined)	3%	-3%	?
65	CCOC(=O)CC(NC(=O)c1cc2cc(Br)ccc2oc1=O)c1cccc([N+](=O)[O-])c1 (centres undefined)	-5%	1%	-29%
66	CC(C)C12CN3CC(C(C)C)(CN(C1)C3c1ccccc1)C2O (centres undefined)	2%	-4%	-7%
67	CC(C(=O)Nc1ccc(N(C)C)cc1)N1C(=O)c2ccccc2S1(=O)=O (centres undefined)	nt	-3%	6%
68	Cc1ccc(N2CC(C(=O)OCc3ccccc3F)CC2=O)cc1 (centres undefined)	0%	-7%	-22%
69	O=C(N/C(=C\c1ccco1)C(=O)N1CCOCC1)c1ccccc1Cl	-9%	-6%	-14%
70	O=C(NCCN1CCOCC1)/C(=C/c1ccco1)NC(=O)c1ccccc1	3%	-14%	-1%
71	CCCCN(C)C(=O)c1ccc2c(=O)n3nc(Nc4cc(C)ccc4C)sc3nc2c1	3%	-8%	12µM*
72	O=C(N/C(=C\c1ccc([N+](=O)[O-])cc1)C(=O)N1CCCCC1)c1ccccc1	0%	-12%	?

# Other structures
nr	Structure	TDP1 block	KAT2A inh	DT40 TDP1 no CPT
73	O=c1ccc2cc(S(=O)(=O)N3CCN(c4ccc(Cl)cc4)CC3)ccc2o1	nt	-3%	-18%
74	O=C(COC(=O)c1cncc(Br)c1)NC12CC3CC(CC(C3)C1)C2	1%	-3%	nt
75	CCN1CCN(C(=O)c2oc(=O)c3ccccc3c2-c2ccc(C)cc2)CC1	0%	2%	?
76	CCOc1ccc(CCNC(=O)C2(c3ccccc3)CC2)cc1OCC	5%	-1%	?
77	CCOc1ccc(-c2c[n+](=O)c3c(n2[O-])CCCC3)c(OCC)c1	-1%	-19%	-8%
78	Cc1cc(C)c(N=C2C(=O)Nc3ccccc32)c(C)c1	nt	?	-27%
79	Cc1ccc(C(=O)/C=C/C(=O)O)cc1	3%	24%	26µM*
80	NC(=O)c1ccccc1NCC(=O)c1ccc(F)cc1	nt	-4%	-21%
81	Cc1ccccc1NC(=S)NCc1ccc(Cl)cc1	8%	4%	15µM*
82	O=C(N/N=C/c1ccc(OCC(=O)N2CCCCC2)cc1)c1ccccc1	-2%	1%	-25%
83	C=C(C)Cn1c(-c2ccncc2)n[nH]c1=S	nt	1%	-18%
84	O=c1cc(CSc2ccccn2)nc(N2CCN(c3ccccc3)CC2)[nH]1	5%	4%	-12%

# Other entries:
nr	Structure	TDP1 block	KAT2A inh	DT40 TDP1 no CPT
85	O=C(N/C(=C/c1ccc(Br)cc1)C(=O)N1CCCC1=O)c1ccco1	0%	2%	0%
86	Cc1ccc(O)c(NC(=O)c2cc(-c3ccc(F)cc3)on2)c1	3%&-6%	-7%&-7%	-10%&-9%
87	O=C(O)CN1C(=O)/C(=C\c2cccc(OCc3ccccc3)c2)SC1=S	nt	-27%	11%
88	O=C(C[n+]1ccccc1)Nc1c(Cl)cc(Cl)cc1Cl	6%	-6%	-1%
89	O=C(OCc1ccc(Cl)cc1Cl)c1cccnc1Cl	nt	-17%	-16%
90	CC1Cc2cc(S(=O)(=O)N3CCC(C(=O)Nc4ccccn4)CC3)ccc2N1C(=O)C1CCC1 (centres undefined)	3%	-16%	21µM*

# The list is partial; rates above refer to the full screens.
